# aSyn yeast inh: alpha-synuclein toxicity inhibition in yeast | 370,000 tested, 0.14% active | Potency, µM (doses to about 46.1 µM), inactives show top-dose growth rescue (activation), usual class: activators | Yeast expressing alpha-synuclein, growth rescue, BacTiter-Glo, 24 h; also: potency is read from the fitted curve at half-maximal effect; % of control where 0% means no effect; nearly all actives have a fitted effect of over 65% in size
#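 Screening used galactose-induced yeast with toxic alpha-synuclein levels, exposed to compound for 24 hr at 30 deg C. Cell growth, read with BacTiter-Glo luminescence, gave the measured signal.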
# FUS suppressor: rescues growth of FUS-expressing yeast | 390,000 tested, 0.24% active | S. cerevisiae FUS-expressing, growth rescue, OD600, 24 h | Potency, µM (titrated, usually from 76.6 µM), for the others: at the top dose growth rescue (activation), hits mostly activators;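 also: potency is read from the fitted curve at half-maximal effect; plate controls were DMSO vehicle for no effect and reference control for full effect; nearly all actives have a fitted effect of over 55% in size; some results filed as inactive show a strong effect at the top dose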
#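 Toxicity suppression screen in FUS-yeast. Cells induced with 2% galactose, starting OD 0.005, treated 24hr at 30C with compounds at multiple final concentrations; growth by OD600.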
# PTHR1 agonist: activates the human parathyroid hormone receptor PTHR1; HEK293 GP2 PTHR1 cells, GloSensor cAMP luminescence, 1 h; Potency, µM (top dose mostly 115 µM), without a hit: at the top dose activation, actives largely listed as activators; 410,000 tested, 0.075% active; AID 743266; also: potency is read from the fitted curve at half-maximal effect; nearly all actives have a fitted effect of over 55% in size; some results filed as inactive show a strong effect at the top dose; inactives centre near -15; many of its hits are not listed in these tables
# Target sequence (Q03431 whole entry, looked up): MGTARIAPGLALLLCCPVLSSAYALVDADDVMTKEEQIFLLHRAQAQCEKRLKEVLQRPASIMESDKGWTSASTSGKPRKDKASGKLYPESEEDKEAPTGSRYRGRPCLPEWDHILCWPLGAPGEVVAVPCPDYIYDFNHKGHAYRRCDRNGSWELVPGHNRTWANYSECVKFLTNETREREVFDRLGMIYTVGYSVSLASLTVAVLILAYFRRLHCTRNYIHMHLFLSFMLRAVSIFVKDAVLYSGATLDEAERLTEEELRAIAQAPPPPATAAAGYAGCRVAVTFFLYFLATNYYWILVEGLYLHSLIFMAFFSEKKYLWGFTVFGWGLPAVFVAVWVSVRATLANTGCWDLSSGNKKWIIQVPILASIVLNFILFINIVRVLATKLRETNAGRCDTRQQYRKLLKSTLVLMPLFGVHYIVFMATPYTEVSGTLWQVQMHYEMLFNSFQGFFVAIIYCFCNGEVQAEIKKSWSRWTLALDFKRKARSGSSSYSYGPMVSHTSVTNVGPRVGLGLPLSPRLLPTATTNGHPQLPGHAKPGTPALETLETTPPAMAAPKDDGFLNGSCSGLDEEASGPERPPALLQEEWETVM
#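 HEK-293-derived GP2 cells expressing PTHR1 and a GloSensor cAMP reporter, 3,000/well, plated overnight, given luciferin plus IBMX (each 0.5 mM as added) for 1 h at 37 °C, then compound for 1 h at 37 °C. Luminescence was read after 15 min at room temperature.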
# Abeta yeast res: restores growth of yeast expressing A-beta42 peptide | 410,000 tested, 0.063% active | Potency, µM (doses to about 46.1 µM), without a hit: at the highest dose growth rescue, usual class: activators | yeast expressing A-beta42, growth rescue, OD600, 48 h; response scale: 0% DMSO, 100% iron-clioquinol control; also: potency is read from the fitted curve at half-maximal effect; nearly all actives have a fitted effect of over 55% in size
#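 Growth rescue measured by 600 nm absorbance after 48 h yeast culture at 30 C with compound. Values normalized between DMSO and an equimolar ferric chloride plus clioquinol control.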
# GLP1R inv ag: GLP-1 receptor (human) inverse agonism. P43220. Potency, µM (series often up to 38.3 µM), for the others: at the highest dose activity change, negative = inhibition, hits mostly inhibitors. HEK293 GLP-1R CRE-luciferase, luminescence, 24 h; GLP-1R form is constitutively active. AID 624417. 410,000 tested, 1.6% active; also: potency is read from the fitted curve at half-maximal effect; % is scaled to controls: 0 for no effect and ±100 for the full control effect; nearly all actives have a fitted effect of over 55% in size
# Target sequence (P43220 whole entry, looked up): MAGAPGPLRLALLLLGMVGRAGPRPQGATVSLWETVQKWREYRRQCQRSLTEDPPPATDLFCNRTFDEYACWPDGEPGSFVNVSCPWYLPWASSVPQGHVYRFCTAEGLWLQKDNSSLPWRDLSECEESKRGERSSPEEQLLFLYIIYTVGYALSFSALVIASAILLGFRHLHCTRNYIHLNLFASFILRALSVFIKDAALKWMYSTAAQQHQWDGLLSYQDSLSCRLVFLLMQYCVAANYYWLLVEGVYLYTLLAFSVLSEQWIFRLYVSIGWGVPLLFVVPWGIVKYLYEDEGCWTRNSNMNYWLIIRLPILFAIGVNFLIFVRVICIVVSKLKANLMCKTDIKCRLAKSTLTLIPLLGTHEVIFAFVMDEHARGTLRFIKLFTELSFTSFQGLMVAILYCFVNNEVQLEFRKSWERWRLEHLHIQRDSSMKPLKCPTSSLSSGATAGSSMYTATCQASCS
#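 Seeding at 200 cells/uL, 12 h culture, 24 hr compound treatment, then luciferase reagent and a luminescence read; cells are HEK293 stably expressing a constitutively active GLP-1R plus cAMP-responsive luciferase.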
# TDP-43 yeast inh: inhibitors of TDP-43 toxicity in yeast; Potency, µM (doses to about 46.1 µM), for the others: top-dose growth rescue (activation), actives largely listed as activators; AID 652104; TDP-43 expressing yeast growth rescue, BacTiter-Glo, 24 h; 410,000 tested, 1.8% active; also: potency is read from the fitted curve at half-maximal effect; % of control where 0% means no effect; nearly all actives have a fitted effect of over 50% in size
#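 In this qHTS, compounds that restore growth of yeast expressing TDP-43 appear as activators. Cells (OD600=0.02, galactose medium, raffinose-pregrown) are incubated with compound 24 hr at 30 deg C and growth is quantified by BacTiter-Glo.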
# GLP1R cytotox: cytotoxic in the GLP-1 receptor inverse agonist counter-screen | HEK293 cAMP-luciferase reporter cells, luminescence, 24 h | Potency, µM (doses to about 38.3 µM), for the others: top-dose activity change, negative = inhibition, actives largely listed as inhibitors | 410,000 tested, 0.13% active | AID 624418;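 also: loss of luciferase light is scored as toxicity; potency is read from the fitted curve at half-maximal effect; % is scaled to controls: 0 for no effect and ±100 for the full control effect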
#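 To flag toxic compounds, the library was rerun on cells for 24 hr at 37 deg C and 5% CO2. Viability-linked luminescence was captured 12 min after adding luciferase detection reagent.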
# Akt phos inh: Akt phosphorylation inhibition; Neuro2A IGF-stimulated pAkt S473 HTRF, 20 min; hits give low values; activity change, % for hits at 50 µM; 360,000 tested, 0.32% active; in the data active = activity change below about -80%; inconclusive = mostly about -51% to -80%; also: % is scaled to controls: 0 for no effect and ±100 for the full control effect
#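 Single-point screen (50 µM final compound) in Neuro2A cells stimulated 20 min with 6 nM IGF at 37 deg C. After lysis, Ser473-phosphorylated Akt read by HTRF (ex 330 nm, em 615/665 nm) as the 665/615 ratio.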
# MmCpn inh: inhibitors of Methanococcus maripaludis chaperonin (MmCpn); purified Mm-Cpn ATPase, ADP Transcreener TR-FRET; Potency, µM (titrated, usually from 76.9 µM), without a hit: at the top dose activity, negative = inhibition, actives largely listed as inhibitors; 330,000 tested, 0.031% active; AID 504842; also: potency is read from the fitted curve at half-maximal effect; % is scaled to controls: 0 for no effect and ±100 for the full control effect; nearly all actives have a fitted effect of over 80% in size
#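 ATPase read-out: TR-FRET ADP immunoassay (anti-ADP Eu cryptate vs ADP-d2), ex 320 nm, em 590/665 nm; signal drops as ADP forms. Enzyme 25 nM, ATP 10 uM, 30 min at 37°C after 10 min compound preincubation.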
# Starred values were filed as active, the others as inactive; i = inactive; ? = inconclusive; . = no result given; & = joins results of further samples; [ ] = dose if it differs, or a comment. Unless noted, calls follow the shape of the dose curve; as a rule, active = well fitted curve in the direction sought with a large enough effect; inconclusive = small, poorly fitted or top-dose-only effect, or another doubt; inactive = no such curve, though single readings can be large; an effect the other way counts as inactive or inconclusive. Not all compounds are listed. The share of hits here may be higher or lower than overall.
compound,aSyn yeast inh,FUS suppressor,PTHR1 agonist,Abeta yeast res,GLP1R inv ag,TDP-43 yeast inh,GLP1R cytotox,Akt phos inh,MmCpn inh
Cc1cc(C)cc(NC(=O)COc2coc(CN3CCc4ccccc43)cc2=O)c1,7%,16%,-21%,3%,-39%,27%,-28%,i,1%
CCOC(=O)CNC(=O)C1CCC(CNS(=O)(=O)c2cccc3nsnc23)CC1 (stereo not given),-1%,-7%,0%,6%,7%,-12%,5%,i,1%
O=C(CSc1ccc(-c2ccc(F)cc2)nn1)Nc1ccc2c(c1)OCCO2,-3%,13%,i,9%,38%,18%,-3%[1.53 µM],i,0%
NC(=O)c1ccc(NC(=O)c2cccc(Oc3ccccc3)c2)cc1,-2%,5%,-5%,-6%,0%,-6%,5%,i,-4%
CCCCc1cc(=O)oc2cc(C)cc(OCC(=O)NCc3cccnc3)c12,-1%,8%,i,-5%,46%[activator],-9%,-4%,i,0%
O=C(Nc1ccccn1)C1CCN(c2ncnc3c2nc2n3CCCCC2)CC1,-16%,-6%,i,5%,4%,3%,0%,i,1%
COc1ccc(N2CCN(S(=O)(=O)CCNC(=O)Cc3ccc([N+](=O)[O-])cc3)CC2)cc1,0%,-7%,i,-2%,-14%,10%,-8%,i,0%
NC(=O)c1cccc(CC(=O)c2ccccc2)c1,8%,-1%,i,10%,-1%,14%,-1%,i,1%
O=C(CSc1nc2ccccc2[nH]1)Nc1cccc(S(=O)(=O)N2CCOCC2)c1,0%,14%,i,-1%,-11%,1%,2%,i,-4%
O=C(NNc1ccnc2cc(Cl)ccc12)C1CCCCC1,-2%,2%,-40%,15%,1%[0.307 µM],-12%,-5%[0.307 µM],i,0%
Cc1ccc(Cl)cc1-c1cc(C(=O)NCc2ccco2)[nH]n1,4%,-11%,i,-7%,?,14µM*,1%,i,.
COc1cc(CCC(=O)OCC(=O)Nc2ccc(C)cc2Br)cc(OC)c1OC,4%,-1%,i,3%,3%,-6%,-5%,i,-12%
COc1cc(S(=O)(=O)N2CCN(C)CC2)ccc1Cl,-2%,-18%,i,-17%,1%,-12%,0%,i,1%
CCc1cccc(NC(=O)Cn2nc(-c3cc(C)ccc3C)ccc2=O)c1,.,?,i,?,?,28µM*,-8%,.,.
COc1ccc(CCNC(=S)NCc2cccs2)cc1OC,-1%,4%,-46%[inhibitor],2%,9%,?,7%,i,-17%
COc1ccc(CCNc2nnc(Sc3nnnn3-c3ccccc3)s2)cc1OC,1%,39%,i,0%,-5%,-22%,-12%,i,-2%

# Whole records, quoted from the list.
# `O=C(CSc1nc2ccccc2[nH]1)Nc1cccc(S(=O)(=O)N2CCOCC2)c1` as listed: aSyn yeast inh = 0%; FUS suppressor = 14%; PTHR1 agonist = i; Abeta yeast res = -1%; GLP1R inv ag = -11%; TDP-43 yeast inh = 1%; GLP1R cytotox = 2%; Akt phos inh = i; MmCpn inh = -4%
# `COc1ccc(CCNc2nnc(Sc3nnnn3-c3ccccc3)s2)cc1OC` as listed: aSyn yeast inh = 1%; FUS suppressor = 39%; PTHR1 agonist = i; Abeta yeast res = 0%; GLP1R inv ag = -5%; TDP-43 yeast inh = -22%; GLP1R cytotox = -12%; Akt phos inh = i; MmCpn inh = -2%
# `COc1cc(S(=O)(=O)N2CCN(C)CC2)ccc1Cl` as listed: aSyn yeast inh = -2%; FUS suppressor = -18%; PTHR1 agonist = i; Abeta yeast res = -17%; GLP1R inv ag = 1%; TDP-43 yeast inh = -12%; GLP1R cytotox = 0%; Akt phos inh = i; MmCpn inh = 1%

# 3 compounds already listed, ordered by the value under MmCpn inh, high to low.
canonical_smiles	PTHR1 agonist	Akt phos inh	MmCpn inh
COc1cc(S(=O)(=O)N2CCN(C)CC2)ccc1Cl	i	i	1%
O=C(CSc1nc2ccccc2[nH]1)Nc1cccc(S(=O)(=O)N2CCOCC2)c1	i	i	-4%
COc1ccc(CCNC(=S)NCc2cccs2)cc1OC	-46%[inhibitor]	i	-17%

# Next section:
compound,aSyn yeast inh,FUS suppressor,PTHR1 agonist,Abeta yeast res,GLP1R inv ag,TDP-43 yeast inh,GLP1R cytotox,Akt phos inh,MmCpn inh
CC(=O)OCC1OC(n2ncc(=O)n(Cc3ccccc3)c2=O)C(OC(C)=O)C1OC(C)=O (stereo not given),-6%,10%,i,-4%,5%,8%,-4%,i,-1%
COc1ccc(-c2nc(CSCC(=O)N3CCN(c4ccc(OC)cc4)CC3)c(C)o2)cc1,.,34%,-44%[inhibitor],-14%,6%,11%,-1%,.,.
CCCn1c2ccccc2c2nnc(SCC(=O)Nc3cccc(C(C)=O)c3)nc21,.,19%,0%,-2%,-4%,16%,-6%,.,.
Cn1c(-c2sc(=S)n(-c3ccccc3)c2N)nc2ccccc21,-4%,-6%,i,-5%,-3%,8%,-9%,i,-1%
COC(=O)Cc1ccc(NC(=S)N2CCCC(C)C2)cc1 (stereo not given),1%,5%,-1%,-6%,10%,-9%,-5%,i,0%
O=C(Nc1cccc(C(=O)N2CCOCC2)c1)c1ccccc1,0%,1%,i,6%,4%,0%,-4%,i,0%
O=C(Nc1ccc(CN2CCOCC2)cc1)c1ccc(-c2cc(Cl)ccc2Cl)o1,-1%,21%,-39%,-16%,?,?,-17%,i,-3%
COC(=O)c1cc2c(C)nn(-c3ccccc3)c2s1,?,-10%,-1%,-12%,3%,1%,8%,i,-1%
Cc1ccc(CCNC(=O)CCCn2c(=O)c3ccccc3n(Cc3ccccc3C)c2=O)cc1,.,28%,i,4%,-3%,19%,-1%,.,.
CCCN(C(=O)CN1C(=O)NC2(CCCCCC2)C1=O)C1CCS(=O)(=O)C1 (stereo not given),-8%,-2%,-12%,-9%,14%,2%,4%,i,0%
O=C(Cn1cnc2ccccc2c1=O)Nc1ccc2c(c1)OCO2,3%,-8%,i,-9%,1%,-12%,-2%,i,-1%
CC(C)CCn1c(=O)c2sccc2n2c(CCCC(=O)NCc3ccc(F)cc3)nnc12,.,-4%,i,6%,-6%,18%,0%,.,.
Cc1cc(OCC(=O)NNC(=S)NC(=O)c2ccc(Br)o2)ccc1Cl,?,28%,-4%,?,-26%,20µM*,-2%,i,1%
O=C(Nc1ccc(Oc2ccc(Br)cc2)cc1)C1=CC=CN2CCS(=O)(=O)N=C12,-6%,-19%,-24%,8%,13%,0%,8%,i,-1%
COc1ccc(NC(=S)N2CCC(NC(=O)c3ccccc3C)CC2)cc1,-1%,19%,-18%,-1%,-8%,-4%,-16%,i,-2%
COC(=O)c1ccc2nc(-c3ccc(S(C)(=O)=O)cc3)cn2c1,0%,12%,-16%,-1%,-6%,4%[9.22 µM],18%,i,-3%
Cc1cc(C)cc(N(C(C)C(=O)NCc2ccc3c(c2)OCO3)S(C)(=O)=O)c1 (stereo not given),2%,5%,i,7%,-25%,-3%,-10%,i,0%
CCOc1cc(/C=N/NC(=O)Cc2ccc(C(F)(F)F)cc2[N+](=O)[O-])ccc1O,-4%,.,i,-4%,6%,10%,4%,i,?
COc1ccccc1CNC(=O)CCS(=O)(=O)c1ccc2c(c1)CC(C)N2C(=O)C1CC1 (stereo not given),1%,9%&5%,i,7%&-11%,-2%&7%,4%&-2%,-13%&-4%,i,0%
COC(=O)c1ccc(NC(=O)c2cc3c(CO)cnc(C)c3oc2=Nc2cccc(C(N)=O)c2)cc1,-7%,16%,i,-9%,-6%,-6%,6%,i,0%
COc1cccc(C(=O)/C=C2\Sc3ccccc3N2C)c1,7%,11%,-35%[inhibitor],-28%,?,?,-3%,i,-2%
CCCCN(CCCC)CCCNC(=O)c1ccc2nc(-c3ccccc3NC(C)=O)c(=O)[nH]c2c1,-2%,-1%,i,-1%,19%,-8%,-5%,i,0%
CCn1ccnc1CNC(=O)c1ccc2oc(C(C)C)nc2c1,0%,17%,?,-12%,1%,-19%,-1%,i,?
O=C(O)c1cccc(S(=O)(=O)NCC2COc3ccccc3O2)c1 (stereo not given),-11%,36%,-7%,3%,-8%,0%,-1%,i,-1%
O=S(=O)(c1cccs1)N1CCN(Cc2nc3ccccc3s2)CC1,17%,30%,i,5%,0%,?,1%,i,0%
COc1cccc(NC(=O)CSc2nnc(Cc3cccn3C)n2-c2ccc(F)cc2)c1,-7%,?,-24%,-27%,-27%,10%,-15%,i,-3%
O=C(NNC(=O)c1cccc(-n2cnnn2)c1)c1ccccc1,1%,25%,16%,-7%,-11%,-22%[9.22 µM],-8%,i,3%
COc1ccc(C(OCC(O)CN2CCC(O)CC2)c2ccc(OC)cc2)cc1 (stereo not given),3%,16%,-8%,-2%,?,-13%,-1%,i,-2%
Cc1ccc(CNC(=O)C2CCC(CNS(=O)(=O)c3cccs3)CC2)cc1 (stereo not given),-10%,-2%,-14%,-18%,-9%,-6%,-7%,i,-3%
Cc1ccc(SCC(=O)OCC(=O)N(C)CC(=O)Nc2ccccc2Cl)cc1,-3%,.,-20%,3%,11%,7%,-17%,i,?
CCOC(=O)c1c(/N=C/C2=C(O)CC(C)(C)CC2=O)sc(C)c1C,0%,1%,i,-12%,12%,?,-3%[1.53 µM],i,1%
